Screening results from PubChem.
HSP90 refold inh: blocks HSP90-mediated luciferase refolding in reticulocyte lysate; Rabbit reticulocyte lysate, luciferase refolding luminescence, 3 h; 0.91% of 290,000 active; inhibition, % at 5.6 µM;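 active = inhibition above the screen-wide mean plus 3 SD, computed separately per campaign, cut at about 16% in these data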;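 also: 0% = DMSO wells and 100% = 60 µM geldanamycin wells; inhibitors lower the luminescence because luciferase stays unfolded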
GSK3beta inhib: inhibitors of human GSK3beta kinase. P49841. GST-GSK3beta kinase, ADP-Glo luminescence, 60 min; active compounds read low. activity score (negative = inhibition), % at 10 µM. 0.038% of 300,000 active. AID 2097;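 active = more than half of replicate wells score below -50%, meaning over 50% inhibition versus plate controls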;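 also: 0% = median DMSO wells and -100% = median GW8510 positive control wells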
Target sequence (P49841 whole entry, looked up): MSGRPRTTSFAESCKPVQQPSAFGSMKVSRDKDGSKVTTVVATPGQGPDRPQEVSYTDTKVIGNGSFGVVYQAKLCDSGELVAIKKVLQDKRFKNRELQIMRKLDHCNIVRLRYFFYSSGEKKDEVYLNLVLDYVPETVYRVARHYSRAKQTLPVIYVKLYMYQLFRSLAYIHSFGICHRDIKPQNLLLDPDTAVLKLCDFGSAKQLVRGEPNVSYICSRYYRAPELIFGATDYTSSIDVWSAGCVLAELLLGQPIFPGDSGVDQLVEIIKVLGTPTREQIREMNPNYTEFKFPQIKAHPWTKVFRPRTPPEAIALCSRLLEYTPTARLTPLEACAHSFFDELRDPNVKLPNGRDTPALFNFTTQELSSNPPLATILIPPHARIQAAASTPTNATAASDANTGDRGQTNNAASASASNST
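test system = GST-tagged human GSK3beta kinase, cell-free | reagent = 25 µM ATP with peptide substrate | dosing = one dose of 10 µM per compound | schedule = 60 min reaction, RT | detection = luminescent ADP-Glo measurement of ADP formed | control set = DMSO neutral wells and GW8510 at 20 µM as positive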
HIF act: HIF pathway transcriptional activation. U2OS HRE-luciferase reporter, luminescence; normalized: DMSO 0%, desferrioxamine 100%. activation, % at 7.5 µM (by protocol). 0.32% of 300,000 active. AID 1910;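 active = mean activation of at least 10% of the iron chelator positive control signal, with at least half of replicates also reaching 10%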
HSF-1 act: increases HSF-1 driven luciferase reporter signal; 1.7% of 300,000 active; activation, % at 9 µM; NIH3T3-HGL HSF-1 luciferase reporter, MG132, 8 h; 100% = twice DMSO control signal;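 active = mean replicate activation of at least 50% with a set share of replicates each reaching 50%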;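 also: 0% = median of the neutral control wells and 100% = twice that signal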
IEC-6 cytotox: IEC-6 cytotoxicity, counter-screen for KLF5 inhibitors. 0.78% of 290,000 active. luminescence viability. inhibition, % at 5 µM; in the data active = inhibition above about 22%;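 also: 0% = plate median of test compound wells and 100% = cytotoxic reference compound wells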
AI-2 QS mod: Vibrio harveyi AI-2 quorum sensing modulation; Vibrio harveyi JMH597 AI-2 luminescence/OD600 ratio, 9 h; active compounds read low; strain lacks LuxN and CqsS sensors; 0 = neutral-control median; activity change, % at 7.5 µM; 0.4% of 300,000 active; in the data active = activity change below about -75%, passing the limit was not always enough;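 also: luminescence divided by OD600 gain over 9 h not by final OD600 alone; inactives centre near 13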
GSK3 alpha inh: blocks human GSK-3 alpha kinase; P49840; ADP-Glo luminescence, 60 min; 0.1% of 320,000 active; inhibition, % at 10 µM;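 in the data active = inhibition above about 50%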;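 also: GST-tagged GSK-3 alpha with peptide substrate and 25 µM ATP; 0% = DMSO neutral wells and 100% = GW8510 positive control wells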
Target sequence (P49840 whole entry, looked up): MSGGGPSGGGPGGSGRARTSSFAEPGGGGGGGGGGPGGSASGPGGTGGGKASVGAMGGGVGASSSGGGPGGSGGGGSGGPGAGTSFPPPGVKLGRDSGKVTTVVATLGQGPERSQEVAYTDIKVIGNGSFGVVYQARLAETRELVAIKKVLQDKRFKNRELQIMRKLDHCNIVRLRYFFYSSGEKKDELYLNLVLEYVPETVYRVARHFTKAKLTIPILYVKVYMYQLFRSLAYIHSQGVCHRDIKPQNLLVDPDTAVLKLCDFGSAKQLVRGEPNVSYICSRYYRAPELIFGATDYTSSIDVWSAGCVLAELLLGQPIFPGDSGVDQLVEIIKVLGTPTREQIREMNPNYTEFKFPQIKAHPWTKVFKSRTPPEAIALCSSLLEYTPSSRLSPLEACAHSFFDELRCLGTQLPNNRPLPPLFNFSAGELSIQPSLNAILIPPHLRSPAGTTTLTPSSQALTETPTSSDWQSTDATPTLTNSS
HSF1 inh: HSF1 inhibition; NIH3T3-HGL HSE-luciferase, MG132-induced, luminescence 8 h; active compounds read low; activity change, negative = inhibition, % at 7.5 µM (by protocol); 0.77% of 300,000 active;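 active = more than half of replicate wells show activity change below -50%, luminescence cut by over half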;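 also: luciferase reports HSF-1 transcriptional activity via heat shock element; 0% = median of DMSO wells and -100% = zero luminescence signal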
KLF5 inh: suppresses KLF5 promoter-driven expression. DLD-1 KLF5 promoter-luciferase reporter, luminescence. inhibition, % at 5 µM. 0.23% of 290,000 active;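 active = inhibition above a per-plate limit of that plate's mean compound inhibition plus 3 SD, cut at about 60% in these data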;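 also: 0% = DMSO wells and 100% = LY294002 at 200 µM; higher means less KLF5 promoter-driven luciferase light; inactives centre near -14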
aSyn UTR inh: MLPCN primary screen, SNCA 5' untranslated region | alpha-synuclein 5'UTR reporter, inhibitor activity | inhibition, % (tested at 7.5 µM) | 0.82% of 300,000 active | AID 1813; in the data active = inhibition above about 60%;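 also: H4 neuroglioblastoma cells stably carrying SNCA 5'UTR luciferase fusion; 0% = DMSO wells and 100% = positive control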
Starred values were filed as active, the others as inactive; / = not tested or not shown.

[1] COc1c(O)ccc(/C=N/NC(=O)c2ccc3c(c2)OCCO3)c1[N+](=O)[O-]
[2] CCCC(=O)N(C)c1nnc(-c2ccc(OC)cc2)s1
[3] COc1ccc(CC(=O)O/N=C(\N)c2ccccc2)cc1OC
[4] COc1ccc2c(c1)C(C)CC(C)(C)N2C(=O)Nc1ccccc1 (stereo unspecified)
[5] CCc1nc2ccccc2n1CC(O)COCC1CC=CCC1 (stereo unspecified)
[6] COc1ccc(C2=NS(=O)(=O)N(C)C(C(=O)Nc3cc(C)ccc3O)=C2)cc1OC
[7] CCOC(=O)NC(=O)COC(=O)CCCc1nc2ccccc2s1
[8] Nc1cc2c(cc1C(=O)c1cccc(Br)c1)OCCO2
Assay by compound,1,2,3,4,5,6,7,8
HSP90 refold inh,1,0,-4,-3,-6,-4,4,0
GSK3beta inhib,2,-2,3,-2,0,1,4,-2
HIF act,/,3.5,0.9,0.6,1.2,0.4,-0.1,3.8
HSF-1 act,/,-30,5,3,18,-3,-32,25
IEC-6 cytotox,4,1,3,-3,-2,-2,9,19
AI-2 QS mod,4,16,-68,24,20,20,9,-2
GSK3 alpha inh,1,1,-1,-1,-3,-3,-1,/
HSF1 inh,/,-10,-1,-3,9,-2,-12,13
KLF5 inh,-59,-48,-20,-43,-8,-19,-14,8
aSyn UTR inh,-110,-129,-53,-26,10,14,15,35

[9] CC(=O)Nc1ccc(S(=O)(=O)Nc2nccc(/C=C/c3ccc(Cl)cc3)n2)cc1
[10] O=S(=O)(CCc1ccncc1)Cc1ccc2c3c(cccc13)CC2
[11] O=C(N/N=C/c1ccc(-c2cccc([N+](=O)[O-])c2)o1)c1ccc([N+](=O)[O-])cc1
[12] Cc1ccc(OCCC(=O)NNC(=O)c2cc(C)oc2C)cc1
[13] COc1ccccc1NC(=O)CSc1nnc(C2CCCCC2)n1N
[14] Cn1nc(C(F)(F)F)cc1C(=O)Nc1ccc(Cl)cc1
[15] Oc1ccc(N=Nc2ccc3c(c2)OCCO3)c2cccnc12
[16] CN(C(=O)c1cccc(C(F)(F)F)c1)C1CCCc2ccccc21 (stereo unspecified)
Assay by compound,9,10,11,12,13,14,15,16
HSP90 refold inh,6,-2,4,/,1,3,7,0
GSK3beta inhib,-1,-7,1,2,1,18,1,-20
HIF act,0.0,-0.2,0.0,0.5,/,-0.1,14*,0.3
HSF-1 act,34,15,-6,-2,-5,-4,-14,4
IEC-6 cytotox,2,1,6,/,-11,10,-7,5
AI-2 QS mod,31,17,35,6,23,-4,17,19
GSK3 alpha inh,4,0,0,-1,/,-1,-9,0
HSF1 inh,5,0,-1,0,1,-5,-3,-5
KLF5 inh,7,0,-10,/,-19,0,-6,-12
aSyn UTR inh,-14,10,1,1,-10,13,104*,8

[17] S=C(NCc1ccco1)N1CCN(C/C=C/c2ccccc2)CC1
[18] COCCNC(=O)Cn1cc(C(=O)c2cccs2)c2ccccc21
[19] Cc1ccc(-c2csc(NC(=O)/C=C/c3ccco3)c2C(=O)O)cc1
[20] CCNC(=O)NC(=O)C(C)Sc1ncc(C(F)(F)F)cc1Cl (stereo unspecified)
[21] O=C(O)c1ccc(NS(=O)(=O)c2cccc(C(=O)Nc3ccccc3[N+](=O)[O-])c2)cc1
[22] O=C(Cc1c(Cl)cccc1Cl)Nc1cccnc1
[23] O=C(CC1Nc2cccc3cccc(c23)NC1=O)Nc1ccccc1 (stereo unspecified)
[24] COc1cccc(Nc2ncnc3nc[nH]c23)c1
Assay by compound,17,18,19,20,21,22,23,24
HSP90 refold inh,0,-1,-1,0,-6,3,4,-1
GSK3beta inhib,3,1,-2,2,6,-22,-4,-21
HIF act,0.8,0.1,1.5,0.1,0.3,0.0,-0.6,1.9
HSF-1 act,2,23,35,27,25,-1,-3,1
IEC-6 cytotox,2,-1,1,5,-2,10,-11,-5
AI-2 QS mod,8,4,19,11,19,9,12,-10
GSK3 alpha inh,2,0,-2,-1,/,-2,-5,41
HSF1 inh,8,3,39,5,2,0,2,-2
KLF5 inh,-16,2,-130,-17,-8,-45,-36,-43
aSyn UTR inh,-1,4,-79,-5,5,20,20,-83

[25] CCOC(=O)c1nn(-c2cccc(OC)c2)c2nc(Nc3ccccc3)cc(=O)n12
[26] O=C(CCc1nnc(CCCCc2ccccc2)o1)NCCC1CCCCO1 (stereo unspecified)
[27] Cc1ccc(Nc2nc(NCCCN3CCOCC3)nc(N)c2[N+](=O)[O-])cc1
[28] Cc1cccc(OCCSc2cc(C)nc(N)n2)c1
[29] Cc1ncoc1C(=O)N1CCCC(C(=O)c2ccc(C(F)(F)F)cc2)C1 (stereo unspecified)
[30] COc1ccc(OC)c(NC(=O)c2csc(Cl)c2OC)c1
[31] CCc1ccc(/C=C2/SC(=S)N(CC(=O)Nc3nc4ccccc4s3)C2=O)cc1
[32] Cc1ccc(NC(=O)C2CCN(S(=O)(=O)c3cccs3)CC2)cc1
Assay by compound,25,26,27,28,29,30,31,32
HSP90 refold inh,0,-1,0,2,-1,2,9,3
GSK3beta inhib,-2,3,-2,0,0,-1,5,0
HIF act,-0.1,-0.1,-30,0.6,1.9,2.6,-0.5,-0.6
HSF-1 act,19,-5,69*,38,20,3,-1,-2
IEC-6 cytotox,-2,4,10,-8,4,11,-1,-4
AI-2 QS mod,4,19,24,-45,9,3,23,21
GSK3 alpha inh,-1,0,58*,-1,-2,2,0,-1
HSF1 inh,14,3,41,3,12,11,-5,3
KLF5 inh,-31,-7,0,-17,-15,-20,-12,-14
aSyn UTR inh,-21,-21,33,-25,-49,-1,-16,-3

[33] COCCn1c(-c2ccccc2)cnc1N
[34] COC(=O)c1sc(N)c(C(=O)OC)c1CSc1nnnn1C
[35] NC(=O)c1nsc(C(=O)N(Cc2cccnc2)C(C(=O)NCc2ccc(F)cc2)c2ccc(O)cc2)c1N (stereo unspecified)
[36] Cc1ccc(C(=O)N2CCOCC2)cc1[N+](=O)[O-]
[37] Cc1cccc(NC(=O)c2cccc(S(=O)(=O)Nc3ccccc3C(=O)O)c2)c1
[38] C=CCNC(=O)c1ccc(Cn2c(=S)[nH]c3cc4c(cc3c2=O)OCO4)cc1
[39] COc1ccccc1C(=O)NCCC(=O)NNC(=O)C1COc2ccccc2O1 (stereo unspecified)
[40] COc1ccc(OC)c(NC(=O)N2CCCC(C)C2)c1 (stereo unspecified)
Assay by compound,33,34,35,36,37,38,39,40
HSP90 refold inh,1,0,5,-1,1,0,/,-2
GSK3beta inhib,-3,2,7,1,4,-2,4,-2
HIF act,1.9,0.0,-0.3,0.0,1.7,0.5,-0.2,-0.3
HSF-1 act,-1,-6,15,2,4,24,-3,-13
IEC-6 cytotox,-7,-1,-9,0,-3,0,/,0
AI-2 QS mod,10,15,14,10,18,-6,12,18
GSK3 alpha inh,0,-1,-1,-2,-4,-3,-3,-3
HSF1 inh,-6,-8,12,-3,-2,0,-7,0
KLF5 inh,-36,-6,-20,-21,-6,-8,/,-31
aSyn UTR inh,-83,9,15,-17,-16,-8,-10,-9

[41] COC(=O)C1CSC(C(=O)OC)N1C(=O)Nc1ccccc1 (stereo unspecified)
[42] CC(=O)Nc1cccc(/C(C)=N/NC(=O)c2ccc(CN3CCOCC3)cc2)c1
[43] CC1CC(C)CN(CCCNC(=O)c2cn(C)c3ccc(S(=O)(=O)N4CCCC4)cc3c2=O)C1 (stereo unspecified)
[44] O=C(Nc1c(C(=O)N2CCOCC2)cnn1-c1ccccc1)c1ccco1
[45] O=C(N/N=C/c1cc2cc3c(cc2nc1Cl)OCCO3)c1ccccc1O
[46] COCCCNC(=O)CS(=O)(=O)Cc1nc(-c2cccc(OC)c2)oc1C
[47] Cc1ccc(-n2ncc(C#N)c2N)cc1
[48] COc1ccc(C(C)NC(=O)C23CC4CC(CC(C4)C2)C3)cc1 (stereo unspecified)
Assay by compound,41,42,43,44,45,46,47,48
HSP90 refold inh,-2,0,7,-2,2,-2,4,-6
GSK3beta inhib,-3,2,1,1,3,0,2,-3
HIF act,-0.2,-0.1,0.0,-0.2,1.0,0.0,-0.4,-3.3
HSF-1 act,-2,-2,0,9,-4,-6,22,-7
IEC-6 cytotox,3,-1,3,-2,-8,-4,-2,-15
AI-2 QS mod,10,14,26,21,14,1,12,27
GSK3 alpha inh,-2,-1,0,0,0,0,0,-2
HSF1 inh,-2,1,-2,12,6,0,-2,-1
KLF5 inh,11,-15,-3,1,-22,-36,26,14
aSyn UTR inh,14,18,-31,-7,-25,3,-5,25

[49] Cc1cccc(N2CCN(CC(O)COCc3cccs3)CC2)c1C (stereo unspecified)
[50] CC(NC(=O)c1ccccc1Br)c1ccc2c(c1)CCCC2 (stereo unspecified)
[51] COCCCNC(=O)C1CCN(c2ncccn2)CC1
[52] Cc1ccc(C)n1-c1nc(=S)[nH][nH]1
[53] O=c1c2cc3c(=O)n(-c4ccccc4O)c(=O)c3cc2c(=O)n1-c1ccccc1O
[54] CCNc1nc2c(c(=O)[nH]c(=O)n2C)n1Cc1ccc(F)cc1
[55] Cc1noc(C)c1COC(=O)c1cccc(S(=O)(=O)N2CCOCC2)c1
[56] COC(CNS(=O)(=O)c1ccc(Cl)cc1)c1ccccc1 (stereo unspecified)
[57] CCOc1ccc(Br)cc1S(=O)(=O)Nc1ccc(Cl)c(S(=O)(=O)N(C)C)c1
Assay by compound,49,50,51,52,53,54,55,56,57
HSP90 refold inh,8,3,4,10,10,1,/,-1,3
GSK3beta inhib,4,-1,0,0,2,-1,1,4,-5
HIF act,-0.4,0.1,0.1,0.0,-0.6,-0.2,-0.2,0.0,-0.6
HSF-1 act,-11,59*,/,5,14,-52,-10,4,4
IEC-6 cytotox,-1,-2,0,-7,2,8,/,1,-8
AI-2 QS mod,9,5,38,27,19,12,8,22,31
GSK3 alpha inh,1,1,-4,-2,0,0,0,-8,-8
HSF1 inh,-7,21,/,-4,10,-41,3,4,-8
KLF5 inh,4,1,4,-10,-19,1,/,-12,-29
aSyn UTR inh,17,21,-5,3,-20,21,11,7,-4
